# S1P3 antag = antagonists of human S1P3 receptor | Q99500 | CHO S1P3 NFAT-BLA reporter, FRET fluorescence, antagonist mode | inhibition, % at 4.98 µM | hit rate 0.27% among 170,000 | AID 485;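 active means inhibition above the plate cutoff, the mean inhibition of test wells on that plate plus 3 SD, cut at about 28% in these data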;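 further: cells challenged with S1P at its EC80 of 0.8 µM; blue over green emission ratio from cleaved BLA substrate after 4 h stimulation; 0% = S1P-stimulated wells and 100% = unstimulated DMSO-only wells; some compounds past the cut are filed as inactive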
# Target sequence (Q99500 whole entry, looked up): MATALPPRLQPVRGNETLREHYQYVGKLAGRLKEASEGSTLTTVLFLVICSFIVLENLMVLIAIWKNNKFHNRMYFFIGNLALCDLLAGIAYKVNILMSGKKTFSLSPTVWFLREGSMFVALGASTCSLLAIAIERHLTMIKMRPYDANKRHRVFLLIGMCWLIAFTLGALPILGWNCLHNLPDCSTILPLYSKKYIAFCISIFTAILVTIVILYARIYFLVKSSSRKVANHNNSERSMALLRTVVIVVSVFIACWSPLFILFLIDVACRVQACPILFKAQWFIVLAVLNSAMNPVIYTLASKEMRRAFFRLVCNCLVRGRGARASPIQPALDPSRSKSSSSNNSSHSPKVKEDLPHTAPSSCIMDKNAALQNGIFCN
# PPARg SRC-3 ag = PPARgamma-driven SRC-3 recruitment agonism; biochemical PPARgamma/SRC-3 coactivator recruitment assay; AID 731; P37231; activation, % at 8 µM; hit rate 0.26% among 200,000; in the data active means activation above about 23%;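 further: 0% = DMSO and 100% = reference agonist; some compounds past the cut are filed as inactive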
# PPARg SRC2 recr = agonists of SRC-2 recruitment by human PPARgamma | PPARgamma LBD-SRC-2 recruitment, biochemical | hit rate 0.34% among 200,000 | AID 1032 | P37231 | activation, % at 8 µM; in the data active means activation above about 22%;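 further: 0% = vehicle and 100% = reference agonist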
# bIAP inhibitor = blocks bovine intestinal alkaline phosphatase activity. inhibition, % at 20 µM. 190,000 tested, under 10 active. purified bovine IAP, CDP-star luminescence, 30 min. AID 1019;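 active means over 50% inhibition of intestinal alkaline phosphatase at 20 µM in the single-dose screen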
#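 test system = bovine IAP enzyme | medium = DEA buffer 100 mM, pH 9.8, with MgCl2 1.0 mM, ZnCl2 0.02 mM | detection = luminescence | dosing = single compound dose of 20 µM, 2% DMSO final | incubation = 30 min reaction at room temperature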
# TLR4 MyD88 comp = TLR4-MyD88 interaction inhibition in cells. inhibition, % at 8.4 µM. hit rate 0.18% among 200,000. HeLa CL3-4 TLR4/MyD88 BLA complementation, FRET ratio. O00206+Q99836; in the data active means inhibition above about 25%;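 further: 0% = vehicle and 100% = reference inhibitor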
# PPARg SRC-1 ag = agonists of human PPARgamma SRC-1 coactivator recruitment. P37231. PPARgamma-SRC-1 coactivator recruitment biochemical assay. activation, % at 8 µM. hit rate 0.41% among 200,000; in the data active means activation above about 19%;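 further: 0% = DMSO and 100% = reference agonist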
# bIAP act = increases bovine intestinal alkaline phosphatase activity | activation factor at 20 µM | purified bovine IAP, CDP-star luminescence, 30 min; stronger effect = higher value; fold of DMSO-control signal, blank-subtracted | hit rate 0.17% among 200,000;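 active means activation factor of 2 or more at 20 µM, a signal rise over negative controls twice the positive control's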
# Lmaj promast = inhibitors of Leishmania major promastigote growth | Leishmania major promastigotes, resazurin fluorescence viability | inhibition, % at 10 µM | hit rate 9% among 200,000; in the data active means inhibition above about 50%;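 further: promastigotes grown with compound for 44 hours at 28 °C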
# SRC2 TRFRET art = flags TR-FRET format artefacts in PPARgamma SRC-2 recruitment agonist screen. TR-FRET artefact counter-screen; stronger effect = higher value. TR-FRET ratio at 8 µM. hit rate 0.4% among 200,000. AID 1049; in the data active means TR-FRET ratio above about 2000; further: inactives centre near 1500
# ROMK primary = modulators of human ROMK potassium channel. P48048. Tet-inducible ROMK, thallium flux fluorescence; actives lie on both sides. B-score at 10 µM. hit rate 2% among 130,000;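 active means signal ratio slope over the read window, or its plate-corrected B-score, at least 3 SD from the plate mean, either direction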;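 further: B-score of the F/F0 ratio slope over 7 to 12 s after thallium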
# Target sequence (P48048 whole entry, looked up): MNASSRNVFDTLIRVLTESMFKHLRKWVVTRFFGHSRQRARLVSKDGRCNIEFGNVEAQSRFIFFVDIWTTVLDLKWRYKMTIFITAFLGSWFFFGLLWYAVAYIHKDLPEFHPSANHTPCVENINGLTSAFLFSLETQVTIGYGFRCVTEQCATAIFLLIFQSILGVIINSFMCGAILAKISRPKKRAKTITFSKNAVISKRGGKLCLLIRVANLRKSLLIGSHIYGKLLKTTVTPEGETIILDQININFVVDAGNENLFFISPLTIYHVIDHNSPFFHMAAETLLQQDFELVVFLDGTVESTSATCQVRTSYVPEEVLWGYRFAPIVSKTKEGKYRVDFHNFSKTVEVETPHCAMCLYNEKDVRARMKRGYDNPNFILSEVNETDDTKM
# Redox H2O2 prof = compounds producing H2O2 with reducing agent – biochemical, NIH compound library profiling, artefact control for MLSCN library redox annotation, primary screen | hit rate 0.03% among 200,000 | activation, % at 10 µM | DTT-dependent redox cycling H2O2, phenol red/HRP absorbance; 100% = 100 µM peroxide control, 0% = buffer;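 active means activation of at least 50% relative to the plate's high and low controls in the primary single-dose screen; inactive means activation below 50%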;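 further: compound incubated with DTT at 0.8 mM final as the reducing agent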
# Starred values were filed as active, the others as inactive; / = no result given. Compounds were not picked by outcome; overall some 11% were active at least once.
SMILES,S1P3 antag,PPARg SRC-3 ag,PPARg SRC2 recr,bIAP inhibitor,TLR4 MyD88 comp,PPARg SRC-1 ag,bIAP act,Lmaj promast,SRC2 TRFRET art,ROMK primary,Redox H2O2 prof
Cc1sc2ncnc(SCC(=O)NNC(=O)COc3cccc4ccccc34)c2c1C,/,-5,7,4,3,2,1,-12,1437,-1.5,-4.1
CC(C)C(=O)Nc1nnc(SCC(=O)NCc2cccs2)s1,-19,17,3,5,-6,1,1,-7,1680,/,0.1
O=[N+]([O-])c1cccc(S(=O)(=O)N2CCCCCC2)c1,-4,-3,-7,9,5,-3,0.9,37,1629,/,-0.6
O=C(CSc1ccc(Cl)cc1)N1CCN(c2c(Cl)cccc2[N+](=O)[O-])CC1,/,5,6,49,4,2,0.5,65*,1804,/,1.4
O=C(c1ccc(F)cc1)C1CCN(C(=O)NCc2ccccc2)CC1,-6,15,4,23,-8,2,0.8,-3,1432,-0.24,-1.6
CN(C)c1ccc(C2CC(=O)OC3=C2C(=O)CC(C)(C)C3)cc1 (stereo not given),-13,2,4,0,-5,-7,1,-6,1608,0.55,15
Cn1cc(CC(=O)N2CCN(c3ccccc3F)CC2)c2ccccc21,/,4,6,6,1,5,0.9,-2,1585,/,-0.4
CC(C)N1C(=O)CCC1C(=O)NCc1ccccc1Cl (stereo not given),-15,-3,-1,9,-7,-5,0.9,-4,1513,0.87,0.9
C/C(N)=C(/C#N)C(=O)COC(=O)c1cc2c(s1)CCCC2,0,3,11,-4,0,7,1,-5,1554,-0.37,0.6
Cc1ccc(-c2csc(NC(=O)c3ccc(-c4ccccc4)cc3)n2)o1,/,9,4,20,2,7,0.8,17,1720,/,-3.1
Cc1ccc2c(CC(=O)N3CCN(c4ccccc4)CC3)coc2c1,-10,2,-1,-10,5,-2,1.1,2,1480,-0.27,-1.4
CCOC(=O)C1=C(C)NC(=S)NC1/C=C/c1ccccc1 (stereo not given),-5,-2,-5,-3,4,-11,1,-1,1362,/,2.6
CCOC(=O)N1CCC(C(=O)Nc2ccc(OCC)cc2)CC1,-22,5,1,9,14,3,0.9,-8,1570,/,-2.4
O=Cc1ccc2noc(-c3ccc(Cl)cc3)c2c1,/,6,19,-14,-8,4,1.1,0,1785,/,-3.3
Cc1cc(C)c(S(=O)(=O)Nc2ccccc2C(=O)OCC(=O)NCc2ccccc2)c(C)c1,2,6,10,5,-10,8,0.9,-6,1762,0.0081,-2.1
O=C(Nc1cccc(NC(=O)N2CCN(c3ccccc3)CC2)c1)N1CCN(c2ccccc2)CC1,16,-3,7,-22,-19,11,1.2,36,1816,/,-0.7
CCc1ccc(C(=O)CSc2ncn[nH]2)cc1,0,-3,1,-20,-3,8,1.2,-4,1646,/,-1.3
O=[N+]([O-])c1ccc(/C=C/C2=NN(c3ccccc3)C(c3ccco3)C2)cc1 (stereo not given),-6,-1,-10,-10,17,-3,1.1,0,1392,-0.95,1.7
COc1ccc(NC(=O)c2ccccc2S(=O)c2ccccc2C#N)cc1 (stereo not given),-18,0,-5,2,-8,3,1,-2,1560,-0.82,-1.1
O=C1c2ccccc2COc2ccc(O)cc21,/,-3,1,12,-1,7,0.9,-5,1542,/,1.8
Cc1cc2c(c(N3CCOCC3)n1)C(=O)OC2,/,6,5,5,8,4,0.9,-3,1685,0.36,0.0
Cc1ccc(-c2nc(-c3cccnc3)no2)cc1,-7,-9,-7,-2,2,-2,1,3,1317,/,3.5
Cc1ccc(OCC(=O)Nc2cccc3c2CCCC3)cc1C,/,13,10,/,1,9,/,-8,1651,/,1.7
Cc1ccc(Cn2nnc3c(=O)n(CC(=O)NCc4ccccc4)cnc32)cc1,-11,-4,1,5,2,-2,1,-5,1405,2.3*,-0.7
CCOCCc1nnc(NC(=O)Cc2c(F)cccc2Cl)s1,7,3,4,3,4,-4,1,-6,1373,0.062,-0.7

# (more compounds)
SMILES,S1P3 antag,PPARg SRC-3 ag,PPARg SRC2 recr,bIAP inhibitor,TLR4 MyD88 comp,PPARg SRC-1 ag,bIAP act,Lmaj promast,SRC2 TRFRET art,ROMK primary,Redox H2O2 prof
O=C(c1cn(-c2ccccc2)nc1-c1cccs1)N1CCN(c2ccccn2)CC1,-2,-6,0,-1,2,0,1,57*,1569,-2,-3.1
CCCNC(=O)COC(=O)c1ccccc1C(=O)c1ccc(Cl)c([N+](=O)[O-])c1,0,3,4,-1,26*,0,1,11,1655,1.2,-2.5
Cc1ccccc1SC1CCN(Cc2nc(C3CC3)no2)CC1,-18,3,-1,-18,-20,-9,1.2,16,1606,0.45,-0.1
Cc1cc(/C=N/NC(=O)C(=O)N2CCCC2)c(C)n1-c1cccc(Br)c1,/,4,4,-2,-2,-4,1,-2,1563,/,2.2
CCSc1cc(C2C(C(=O)OC)=C(C)NC3=C2C(=O)CCC3)c(C)o1 (stereo not given),-14,2,-3,4,-7,2,1,-1,1382,/,0.4
COc1ccc(C2=Nn3c(nnc3-c3ccccn3)SC2)cc1,/,-1,-1,1,1,5,1,-2,1714,1.8,-0.2
CC(C)C(=O)NC(Nc1cccc([N+](=O)[O-])c1)C(Cl)(Cl)Cl (stereo not given),-15,-5,-3,3,3,-1,1,40,1315,/,-0.2
COc1cc(S(=O)(=O)N2CCN(c3ccccc3)CC2)ccc1Cl,-22,-15,-12,7,-5,5,0.9,-5,1595,0.44,0.1
Cc1cc(C)cc(OCC(=O)Nc2ccc(S(=O)(=O)Nc3ccccn3)cc2)c1,-12,-4,-8,-6,2,3,1.1,7,1427,0.91,-0.8
CCCOc1ccc2ccccc2c1/C=N/n1cnnc1,4,4,3,15,4,0,0.9,16,1448,/,-3.0
COc1cccc(NC(=O)CC2SC(=Nc3ccccc3)NC2=O)c1 (stereo not given),/,-3,-3,6,-3,-5,0.9,6,1570,-0.85,0.1
OCC[n+]1ccc(/C=C/c2c[nH]c3ccccc23)cc1,4,8,4,4,8,16,1,45,1480,/,-1.2
O=P(COCCCCCOCP(=O)(c1ccccc1)c1ccccc1)(c1ccccc1)c1ccccc1,-5,1,0,-13,6,-7,1.1,40,1589,-0.75,-0.8
COc1ccc(N2C(=O)CS(=O)C(c3ccccc3)C2=O)cc1 (stereo not given),19,4,10,-6,-1,0,1.1,1,1725,-0.57,-2.1
COc1ccc(-c2nnc3sc(-c4cccs4)nn23)cc1OC,33,5,2,34,3,5,0.7,6,1574,/,1.2
COC(=O)c1ccccc1NS(=O)(=O)c1ccc(F)cc1,3,8,8,2,6,6,1,-1,1526,-0.41,0.6
O=C(CSc1ncc(-c2ccccc2)[nH]1)Nc1ccccc1F,0,7,6,8,-15,6,0.9,-2,1725,-0.89,-0.6
O=C(NC1CCCCC1)C(c1ccc2ncccc2c1)N(Cc1ccc2c(c1)OCO2)C(=O)c1cccs1 (stereo not given),/,7,1,0,4,-2,1,88*,1595,/,1.7
O=C(O)/C(=C/c1ccco1)c1ccccc1,-15,5,14,-9,-9,10,1.1,-10,1815,0.015,-0.9
CCCN(CCC)CCCNC(=S)Nc1ccc2nc(N3CCCC3)cc(C)c2c1,-10,-1,-4,-54,4,0,1.5,87*,1472,-0.36,0.5
Cc1cc(NC(=O)Cn2c(=O)n(Cc3ccccc3)c(=O)c3ccccc32)no1,/,-4,8,16,0,2,0.8,8,1511,/,-1.7
CN(C)CCP(=O)(c1ccccc1)c1ccccc1,2,-2,-3,2,13,-8,1,-2,1303,-0.031,0.5
COc1ccc(Br)cc1CNC(=O)CCc1nc(-c2ccccc2F)no1,-6,9,-3,0,-10,10,1,8,1473,/,0.4
COCc1cc(=O)n2[nH]c(-c3ccsc3-n3c(C)ccc3C)cc2n1,/,6,13,4,-3,1,1,9,1526,/,1.1
O=C(CCCCCN1C(=O)CCC1=O)Nc1ccc2c(c1)OCCO2,-12,16,5,3,0,5,1,-2,1520,1.3,-0.1

# The list goes on.
SMILES,S1P3 antag,PPARg SRC-3 ag,PPARg SRC2 recr,bIAP inhibitor,TLR4 MyD88 comp,PPARg SRC-1 ag,bIAP act,Lmaj promast,SRC2 TRFRET art,ROMK primary,Redox H2O2 prof
COc1ccc(-c2noc(=O)n2CC(=O)N2CCC(Cc3ccccc3)CC2)cc1,-3,3,-1,5,-8,-4,1,96*,1533,-0.45,-0.8
Cc1cc(C)cc(-n2c(C)cc(/C=C3\C(=N)N4N=C(CC(C)C)SC4=NC3=O)c2C)c1,-21,-4,3,2,-1,6,1,3,1634,/,0.1
COCCCC1CCN(C(=O)CCc2nnc(CCCCc3ccccc3)o2)CC1,-15,3,-1,-7,-11,7,1.1,-8,1511,0.42,0.2
Cc1nc(NC(=O)c2ccc(Cl)cc2)sc1-c1csc(Nc2cccc(F)c2)n1,/,10,2,5,12,2,1,10,1823,/,2.1
Cc1ccc(NC(=O)C2CCCN(S(=O)(=O)c3c(C)noc3C)C2)nc1 (stereo not given),-18,-3,-4,0,-5,6,1,-7,1590,/,1.3
O=C(O)/C=C/c1ccc([N+](=O)[O-])o1,-19,1,7,-24,-1,10,1.2,-5,1602,-0.7,-1.6
COC(=O)CC/C(O)=C1\C(=O)CC(C)(C)CC1=NCc1nc2ccccc2[nH]1,-3,2,2,3,-6,2,1,-4,1594,0.83,13

# Molecules from the list above that have a furan ring, fused or not (6):
SMILES,S1P3 antag,PPARg SRC-3 ag,PPARg SRC2 recr,bIAP inhibitor,TLR4 MyD88 comp,PPARg SRC-1 ag,bIAP act,Lmaj promast,SRC2 TRFRET art,ROMK primary,Redox H2O2 prof
Cc1ccc(-c2csc(NC(=O)c3ccc(-c4ccccc4)cc3)n2)o1,/,9,4,20,2,7,0.8,17,1720,/,-3.1
Cc1ccc2c(CC(=O)N3CCN(c4ccccc4)CC3)coc2c1,-10,2,-1,-10,5,-2,1.1,2,1480,-0.27,-1.4
O=[N+]([O-])c1ccc(/C=C/C2=NN(c3ccccc3)C(c3ccco3)C2)cc1 (stereo not given),-6,-1,-10,-10,17,-3,1.1,0,1392,-0.95,1.7
CCSc1cc(C2C(C(=O)OC)=C(C)NC3=C2C(=O)CCC3)c(C)o1 (stereo not given),-14,2,-3,4,-7,2,1,-1,1382,/,0.4
O=C(O)/C(=C/c1ccco1)c1ccccc1,-15,5,14,-9,-9,10,1.1,-10,1815,0.015,-0.9
O=C(O)/C=C/c1ccc([N+](=O)[O-])o1,-19,1,7,-24,-1,10,1.2,-5,1602,-0.7,-1.6

# Fetched by compound from the entries so far:
SMILES,S1P3 antag,PPARg SRC-3 ag,PPARg SRC2 recr,bIAP inhibitor,TLR4 MyD88 comp,PPARg SRC-1 ag,bIAP act,Lmaj promast,SRC2 TRFRET art,ROMK primary,Redox H2O2 prof
O=C(O)/C=C/c1ccc([N+](=O)[O-])o1,-19,1,7,-24,-1,10,1.2,-5,1602,-0.7,-1.6
Cc1cc(C)cc(-n2c(C)cc(/C=C3\C(=N)N4N=C(CC(C)C)SC4=NC3=O)c2C)c1,-21,-4,3,2,-1,6,1,3,1634,/,0.1

# Screening results deposited in PubChem by several laboratories.
